# PMI act hi M6P: human PMI activators, high substrate, primary screen, biochemical, fluorescence intensity, near-saturating mannose 6-phosphate; Mannose-6-phosphate isomerase (Homo sapiens), P34949; coupled PMI enzyme assay, resazurin fluorescence, 20 min; hits give high values; 1 = untreated enzyme, 0 = substrate-free blank; activation factor at 20 µM; actives 0.34% (n = 190,000); AID 1216, 2008;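 active means activation factor of 2 or more at 20 µM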
# Target sequence (P34949 whole entry, looked up): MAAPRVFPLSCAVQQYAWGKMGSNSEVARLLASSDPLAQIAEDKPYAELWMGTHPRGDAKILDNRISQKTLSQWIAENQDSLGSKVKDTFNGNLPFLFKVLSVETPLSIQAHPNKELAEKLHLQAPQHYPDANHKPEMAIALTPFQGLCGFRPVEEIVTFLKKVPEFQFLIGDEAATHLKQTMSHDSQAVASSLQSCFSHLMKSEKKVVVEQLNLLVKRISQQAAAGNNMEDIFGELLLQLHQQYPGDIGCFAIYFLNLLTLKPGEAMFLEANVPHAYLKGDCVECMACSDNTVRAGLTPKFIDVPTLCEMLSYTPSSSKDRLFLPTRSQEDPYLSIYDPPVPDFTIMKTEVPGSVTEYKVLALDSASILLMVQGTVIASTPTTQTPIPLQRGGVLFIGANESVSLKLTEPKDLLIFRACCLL
#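 Test system – human PMI in coupled enzyme assay · Timing – 20 min incubation at room temperature · Detection – Diaphorase-driven resazurin-to-resorufin fluorescence, excitation 544, emission 590 nm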
# TR-FRET SRC-2 ct: TR-FRET signal artefacts, primary screen, artefact control for PPARgamma SRC-2 agonist project, biochemical | TR-FRET artefact counter-screen; hits give high values | TR-FRET ratio at 8 µM | actives 0.4% (n = 200,000) | AID 1049, 2008; in the data active means TR-FRET ratio above about 2000; further: inactives centre near 1500
# G6PDH counter: L. mesenteroides G6PDH inhibitors, counter-screen for G6PDH-coupled screening assays, biochemical, Leuconostoc mesenteroides enzyme | glucose-6-phosphate dehydrogenase [Leuconostoc mesenteroides] | Purified L. mesenteroides G6PDH, diaphorase/resazurin coupled fluorescence, 45 min | inhibition, % at 5 µM | actives 0.12% (n = 200,000); in the data active means inhibition above about 50%
# PMI act: activators of human PMI, primary screen, biochemical, fluorescence intensity, near-Km mannose 6-phosphate; Mannose-6-phosphate isomerase (Homo sapiens), P34949; purified human PMI, coupled resazurin fluorescence, 20 min; hits give high values; 1 = vehicle control, 0 substrate-free wells; activation factor at 20 µM; actives 0.005% (n = 190,000); AID 1214, 2008;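 active means activation factor of 2 or more at 20 µM, relative to plate controls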
# S1P3 antag: S1P3 receptor antagonists, primary screen, cell-based. CHO S1P3 NFAT-BLA reporter, FRET fluorescence, antagonist mode. inhibition, % at 4.98 µM. actives 0.27% (n = 170,000);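 active means inhibition above the plate cutoff, the mean inhibition of test wells on that plate plus 3 SD, cut at about 28% in these data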;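 further: cells challenged with S1P at its EC80 of 0.8 µM; blue over green emission ratio from cleaved BLA substrate after 4 h stimulation; 0% = S1P-stimulated wells and 100% = unstimulated DMSO-only wells; some compounds past the cut are filed as inactive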
# PPARg SRC-2 ag: agonists of PPARg-SRC-2 recruitment, primary screen, biochemical, HTS. actives 0.34% (n = 200,000). activation, % at 8 µM. PPARgamma LBD-SRC-2 recruitment. AID 1032, 2008; in the data active means activation above about 22%;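 further: 0% = vehicle and 100% = reference agonist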
# PPARg SRC3 recr: PPARgamma agonists recruiting SRC-3 coactivator, primary screen, biochemical | biochemical PPARgamma/SRC-3 coactivator recruitment assay | activation, % at 8 µM | actives 0.26% (n = 200,000) | AID 731, 2007; in the data active means activation above about 23%;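 further: 0% = DMSO and 100% = reference agonist; some compounds past the cut are filed as inactive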
# PPARg SRC-1 ag: PPARgamma agonists recruiting SRC-1 coactivator, primary screen, biochemical | Peroxisome proliferator-activated receptor gamma (Homo sapiens), P37231 | PPARgamma-SRC-1 coactivator recruitment biochemical assay | activation, % at 8 µM | actives 0.41% (n = 200,000) | AID 631, 2007; in the data active means activation above about 19%;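 further: 0% = DMSO and 100% = reference agonist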
# Diaph act CS: compounds boosting diaphorase resazurin reduction – biochemical, uHTS, resorufin fluorescence, counter-screen for diaphorase-coupled primary assays, primary screen | activation factor at 20 µM | actives 0.005% (n = 190,000) | Diaphorase/resazurin coupled assay, 16 min; hits give high values; 1 = vehicle wells, 0 = NADH-free wells;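 active means diaphorase activity raised at least twofold by the compound at 20 µM; inactive means activation factor below 2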
#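 Material: purified diaphorase enzyme from Clostridium kluyveri / Medium: HEPES pH 7.4 buffer with MgCl2 and Tween 20 / Schedule: enzyme reaction of 16 min at room temperature / Measured by: resorufin fluorescence, excitation 544 nm, emission 590 nm / Evaluation: rise in resorufin formation, marking diaphorase activation or chemical reduction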
# ROMK primary: ROMK potassium channel modulators, primary screen, cell-based, thallium flux, MLSMR library; ATP-sensitive inward rectifier potassium channel 1 (Homo sapiens), P48048; Tet-inducible ROMK, thallium flux fluorescence; actives lie on both sides; B-score at 10 µM; actives 2% (n = 130,000); AID 1918, 2009;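 active means signal ratio slope over the read window, or its plate-corrected B-score, at least 3 SD from the plate mean, either direction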;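 further: B-score of the F/F0 ratio slope over 7 to 12 s after thallium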
# Target sequence (P48048 whole entry, looked up): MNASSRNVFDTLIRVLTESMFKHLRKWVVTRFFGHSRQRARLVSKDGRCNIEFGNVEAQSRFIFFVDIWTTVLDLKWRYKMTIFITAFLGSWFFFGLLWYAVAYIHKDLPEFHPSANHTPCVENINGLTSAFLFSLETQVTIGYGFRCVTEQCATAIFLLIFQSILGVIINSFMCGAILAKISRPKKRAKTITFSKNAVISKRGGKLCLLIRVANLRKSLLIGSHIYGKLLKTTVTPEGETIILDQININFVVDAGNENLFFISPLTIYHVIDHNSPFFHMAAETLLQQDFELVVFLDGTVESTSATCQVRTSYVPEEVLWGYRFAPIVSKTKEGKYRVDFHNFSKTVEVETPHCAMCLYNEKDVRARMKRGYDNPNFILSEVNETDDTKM
# Diaph inh CS: diaphorase inhibitors and chemical oxidizers, primary screen, counter-screen for diaphorase-coupled primary assays, biochemical, uHTS, resorufin fluorescence. diaphorase resazurin-to-resorufin fluorescence, NADH, 16 min; bacterial (C. kluyveri) enzyme, not human. inhibition, % at 20 µM. actives 0.69% (n = 190,000). AID 1217, 2008;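 active means primary screen inhibition at 20 µM above a set limit, cut at about 50% in these data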;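 further: plate controls were DMSO with full reaction for no effect and wells lacking NADH for full effect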
#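 Test system: diaphorase enzyme from Clostridium kluyveri; amount: diaphorase at 0.14 U/mL in enzyme working solution; detection: fluorescence of resorufin formed from resazurin, Ex 544/Em 590 nm; times: reaction incubation of 16 min at room temperature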
# Numbers without * were called inactive; . = not tested or not shown.
SMILES,PMI act hi M6P,TR-FRET SRC-2 ct,G6PDH counter,PMI act,S1P3 antag,PPARg SRC-2 ag,PPARg SRC3 recr,PPARg SRC-1 ag,Diaph act CS,ROMK primary,Diaph inh CS
CC1CC1C(=O)Nc1nc(-c2ccc(Cl)s2)cs1 (stereo not given),0.9,1685,1,0.9,0,12,6,4,1,1.9,4
O=C(O)CCCSc1nccn1-c1ccccc1,1.1,1545,3,1.2,-1,6,4,10,1.1,-0.57,-5
Cc1ccc(CN2CCN(Cc3cccc(OCCO)c3)CC2CCO)o1 (stereo not given),.,1711,5,.,6,22*,3,5,.,0.39,.
CS(=O)(=O)N(CCc1ccccc1)CC(=O)NCc1ccco1,1,1347,3,1,2,-1,3,-2,0.8,-0.57,16
CCCCOC(=O)C1=C(C)NC2=C(C(=O)CCC2)C1c1cc(OC)ccc1OC (stereo not given),1,1552,0,0.9,-13,4,-2,-2,0.9,.,13
C=CCNC(=O)c1onc(CSc2ccc(C)c(C)c2)c1C(=O)O,1.1,1487,5,1.1,.,-3,-12,-6,1,.,4
Cc1cnccc1CN(C)Cc1nc(Cc2ccccc2Cl)no1,0.9,1470,18,0.9,5,0,5,1,0.9,-0.44,8
O=C(CSc1ccc(-c2cccs2)nn1)NCc1ccccc1Cl,0.9,1607,15,0.9,-9,6,6,6,0.8,-0.56,18
CN(CC/C=C1/c2ccccc2CSc2ccccc21)CCCO,1,1616,5,1.1,-13,0,6,5,1,-0.72,-4
O=C(Cn1cnc2c(cnn2-c2ccccc2)c1=O)N1CCN(c2ccc(F)cc2)CC1,1,1660,1,1,-4,-2,2,-6,1,0.045,-1
O=C(Cn1nnc(-c2ccccc2)n1)N/N=C/c1cccc([N+](=O)[O-])c1O,1.2,1358,2,1.2,-2,5,0,-2,0.9,-0.54,7
CCN=C1NN=C(c2c[nH]c3ccccc23)CS1,1,1436,11,1,11,-2,1,3,1.1,-0.46,-8
Cc1cc(O)c(C(C)C)cc1N=C1CSC(=O)N1,0.8,1573,15,1,.,8,3,4,0.7,0.15,28
CCn1cc(/C=C/C(=O)Nc2ccc(C)cc2Br)cn1,0.9,1568,2,1,2,12,3,4,0.8,-2.1,17
CC1CCc2nn(CC(=O)NCCCN3CCCCC3)cc2C1 (stereo not given),1,.,3,1.1,-6,.,.,.,1.1,.,-6
COc1ccc(OC)c(S(=O)(=O)N2CCC(C(=O)Nc3ccccc3)CC2)c1,.,1522,12,.,-5,-7,1,1,.,-0.0021,.
CCc1nnc(NC(=O)COC(=O)CN2C(=O)c3ccccc3C2=O)s1,1,1449,3,1,.,3,-11,1,0.9,.,7
CCc1sc(N(C(=O)Cc2ccccc2)c2ccccc2F)nc1-c1ccc(C)cc1,1,1661,-6,0.9,1,9,-2,5,0.9,.,13
COC(=O)NNC(=O)C12CC3CC(CC(C3)C1)C2,0.9,1466,20,0.8,-7,6,5,9,0.9,.,12
CCN(c1ccccc1)S(=O)(=O)c1cc(NC(=O)Nc2ccccc2C#N)ccc1Cl,0.9,1588,-18,0.9,2,5,-3,7,0.8,.,21
Cc1cccc(C)c1NC(=O)CSc1nnc([C@@H]2CCCN2C(=O)OC(C)(C)C)o1,0.9,1688,4,1,.,6,-1,-4,0.9,.,13
CC1(C)CC(=NO)CC(C)(C)N1,1.1,1589,-3,1.1,4,-1,-3,10,1.1,0.57,-5
Cc1ccc(C)c(NC(=S)NNC(=O)c2csc3c2CCC(C)C3)c1 (stereo not given),0.9,1651,-2,0.9,.,5,7,7,0.8,1.5,17
CCOc1cc(C#N)c(NC(=O)c2cccnc2)cc1OCC,1,1739,2,1,0,8,17,8,1,.,3
CCOC(=O)Cc1csc(SCc2nc3ccccc3c(=O)[nH]2)n1,1,1501,2,1.1,-3,3,-2,10,0.9,-0.69,12
Cc1[nH]n(-c2ccccc2)c(=O)c1C1(C(F)(F)F)C(=O)N(c2ccccc2)C2=C1C(=O)CC(C)(C)C2 (stereo not given),1,1403,2,1,.,7,1,4,0.9,1.8,13
O=C(CSc1nnc(-c2cccnc2)n1CCN1CCCCC1)Nc1cccc(Cl)c1,1.1,1371,11,1.1,15,-1,3,4,1.2,-0.78,-21
CCOC(=O)C(C)Oc1cccc2c(=O)n(CC(=O)N3CCc4ccccc43)ccc12 (stereo not given),0.8,1657,-14,0.8,-17,-1,-1,-6,0.7,.,28
O=C(NC1(C(=O)NC2CCCC2)CCCCC1)c1ccc2c(c1)OCO2,1,1587,3,0.9,.,2,3,6,0.9,.,6
COc1ccc(-c2ccc(C#N)c(OC(=O)c3c(Cl)cccc3Cl)n2)cc1,1,1432,-1,0.9,.,-3,-6,-3,0.8,-1.2,16
Nc1ccc(C(=O)OCc2nc3ccccc3s2)cc1,0.9,1552,3,0.9,-23,-5,0,8,0.9,-1.3,10
CSc1nc(C)cc(/C=C\c2ccccc2)c1C#N,0.9,1687,19,0.9,.,13,8,-6,0.9,.,15
C=C1C(C(=O)N2CCN(C)CC2)C1C(=O)N1CCN(C)CC1 (stereo not given),0.8,1535,18,0.8,-4,-7,-1,1,0.9,0.31,15
O=S(=O)(Nc1ccc2oc(-c3ccccc3)nc2c1)c1ccccc1,0.8,1498,6,0.9,13,0,-3,-2,0.8,1.5,16
CC(=O)NCCCc1c[nH]c2ccc(Cl)cc12,0.9,1827,3,1,-2,9,1,-8,0.9,.,14
O=S(=O)(NC1CCCC1)c1ccc(S(=O)(=O)NC2CCCC2)cc1,1,1631,2,1,1,1,-4,1,0.8,.,16
O=C(NC1=NCCS1)c1sc2cc(Cl)cc(Cl)c2c1Cl,1,1537,2,1.2,-8,-6,3,3,1,0.12,3
COc1ccc(-n2ccnc2CN2CCCC(CO)(Cc3cccc(OC)c3)C2)cc1 (stereo not given),0.9,1409,20,0.8,-6,0,-1,6,0.8,-1.6,25
COC(=O)C1CC(=O)N(Cc2ccccc2)C1 (stereo not given),1,1590,2,1.1,5,6,3,8,1,0.17,3
Cc1ccc(C(=O)Nc2ccc(Cl)cn2)cc1S(=O)(=O)N1CCOCC1,1,1563,-4,1,-12,11,0,-7,1,.,-3
CC(C)CN(C(=O)COC(=O)CNC(=O)c1ccccc1F)C1CCS(=O)(=O)C1 (stereo not given),0.9,1588,5,1,-9,-4,-3,-1,0.9,0.4,13
Cc1nc(-c2coc3cc(OCC(=O)O)ccc3c2=O)cs1,1.1,1541,5,1.2,.,-3,8,2,1.1,0.0023,-7
OCC1(CCc2ccccc2)CCN(Cc2ccc3nsnc3c2)CC1,0.9,2041*,9,0.9,-18,39*,19,36*,0.8,-0.9,18
O=C1COc2ccc(C(=O)c3ccccc3C(=O)NCc3ccco3)cc2N1,1,1603,16,1,.,11,5,5,1,-0.24,2
S=C(Nc1ccc2cn[nH]c2c1)Nc1ccc(Cl)cc1Cl,0.4,1545,12,0.4,-1,-2,-1,-3,0.8,0.4,21
CCCCn1c(Cc2ccccc2)nnc1SCC(=O)Nc1cc(C)on1,0.4,1410,-1,0.5,.,-7,2,-11,0.4,.,59*
O=C(c1ccc(-c2ccccc2)cc1)N1CCN(c2ccccn2)CC1,0.8,1325,9,0.9,-7,-4,2,-4,0.8,-0.71,16
Cc1ccc(SCC(=O)NNC(=O)C2CCCCC2)cc1,1,1518,5,0.9,.,1,-5,-9,1,.,0
Cc1cc(C)cc(NC(=S)NC2CC3CCCC(C2)N3C2CCCC2)c1 (stereo not given),1,1577,8,0.9,-14,-2,3,3,1,-1.3,3
COc1ccc(NC(C)C(=O)Nc2ccc(C#N)cc2)cc1Cl (stereo not given),1,1320,3,1,.,-9,-6,4,0.9,0.44,9
CCOc1ccc(-c2ccc(C=O)o2)c([N+](=O)[O-])c1,0.9,1443,2,0.8,6,6,5,1,0.8,-0.31,16
CC(=O)C1=C(O)C(=O)N(Cc2cccnc2)C1c1ccccc1Cl (stereo not given),0.9,1597,7,1,.,13,15,5,0.8,0.53,16
CCN(Cc1ccccc1)C(=O)CCc1nc(-c2ccc(C)cc2)no1,1.1,1518,1,1,-33,-1,7,3,1,.,4
COCCn1c(Br)nc2c1c(=O)n(C)c(=O)n2C,1,1611,5,0.9,-12,6,-2,5,1,0.017,3
CC1=NOC(=O)/C1=C\c1ccc(-c2ccc(Br)cc2)o1,1.2,1797,2,1.1,-20,3,-1,9,0.9,-0.75,7
Cc1ccc(C(=O)CSc2nc(C(C)C)nc3ccccc23)cc1,0.8,1518,12,0.8,-10,1,4,1,0.7,0.46,29
CCOC(=O)CNC(=O)CSc1ccc2nnc(-c3ccc(F)cc3)n2n1,1.1,1570,-1,1.3,12,1,0,3,0.9,.,11
